Screening results deposited in PubChem BioAssay by Southern Research Specialized Biocontainment Screening Center.
tuberculosis growth = growth inhibition of non-replicating M. tuberculosis (AID 488890) | Mycobacterium tuberculosis non-replicating, growth inhibition; higher % means a stronger effect | inhibition, % at 25 µM; hits with a dose series show IC50 in µM | 0.39% of 320,000 active; in the data active = a potency from the dose series; inconclusive = inhibition mostly from about 82% at the one dose, without a potency; inactive = the rest, 99 in 100 with inhibition below about 76%;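 also: plate controls were DMSO cells for no effect and high antibiotic wells for full effect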
M. tuberculosis HTS = M. tuberculosis growth inhibition, HTS (AID 449762) | inhibition, % at 25 µM, or IC50 in µM where a hit was titrated | 0.59% of 330,000 active | M. tuberculosis H37Rv growth inhibition, 7H9 media; higher % means a stronger effect; in the data active = a potency from the dose series; inconclusive = inhibition above about 70% without an active follow-up result;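 also: bacterial growth assessed after seven days of incubation; strong numbers were not always called active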
inhibitors of VEEV = inhibitors of VEEV TC-83 cytopathic effect, confirmation, Vero cells (AID 588727); 0.13% of 350,000 active; inhibition, % at 20 µM; hits with a dose series show IC50 in µM; Vero cells, VEEV TC-83 cytopathic effect inhibition; higher % means a stronger effect; in the data active = a potency from the dose series; inconclusive = inhibition mostly from about 14% at the one dose, without a potency; inactive = the rest, 99 in 100 with inhibition below about 12%; also: strong numbers were not always called active
Salmonella PhoP GFP = Inhibition of PhoP regulon, Salmonella typhi GFP reporter cells, confirmation, 4 h (AID 1850). Salmonella Typhi PhoP-promoter GFP reporter, fluorescence, 4 h; higher % means a stronger effect. one-dose inhibition, % at 50 µM; IC50 in µM for titrated hits. 0.33% of 310,000 active; in the data active = a potency from the dose series; inconclusive = inhibition mostly from about 25% at the one dose, without a potency; inactive = the rest, 99 in 100 with inhibition below about 19%;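 also: 0% = induced wells with vehicle and 100% = uninduced wells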
influenza NS1A = H1N1 influenza NS1A inhibitors, functional cell based assay (AID 504329) | NS1A functional cell-based assay, percent inhibition; higher % means a stronger effect | inhibition, % at 12.5 µM; hits with a dose series show IC50 in µM | 0.3% of 340,000 active; in the data active = a potency from the dose series; inconclusive = inhibition above about 27% without an active follow-up result; also: strong numbers were not always called active
inhibitors of VEEV 10K pilot screen = also measured in inhibitors of VEEV; calls as there; inhibition, %; measured here: 10K pilot screen inhibition
Starred values were filed as active, the others as inactive; i = inactive; ? = inconclusive; . = no result given.

SMILES | tuberculosis growth | M. tuberculosis HTS | inhibitors of VEEV | Salmonella PhoP GFP | influenza NS1A | others
Cc1onc(C(=O)N2C(C)CCCC2C)c1[N+](=O)[O-] (stereo not given) | -6% | -7% | i | -9% | -3%
Nc1nnc(CSc2ccc(Cl)cc2)s1 | 17% | 4% | 1.1% | 9% | -2%
Cc1ccc(Oc2nc3ccccc3n3c(C)nnc23)c(C)c1 | 2% | 3% | 0.6% | 10% | 2%
CN1CCN(CC(=O)NC23CC4CC(CC(C4)C2)C3)CC1 | 0% | 10% | 0.7% | 11% | 7%
Cc1cnc(CN2CCCC(C(=O)c3ccc4c5c(cccc35)CC4)C2)[nH]1 (stereo not given) | 61% | 43% | 3.8% | 17% | 1%
O=C(NCc1ccc(F)cc1)c1cc2c(s1)CCCC2 | 65% | -2% | 5.2% | -4% | 7%
CCOC(=O)C1CCCN(C(=O)COc2ccccc2O)C1 (stereo not given) | -8% | 1% | i | 0% | 0%
O=C(Nc1ccc2c(c1)OCO2)C1CC(=O)N(c2ccc3c(c2)OCCO3)C1 (stereo not given) | -8% | 6% | 1.2% | 9% | -4%
O=C(CSc1cn(CCNC(=O)c2cccs2)c2ccccc12)NC1CCCCC1 | 19% | -3% | 6.7% | 5% | -15%
Nn1c(SCC(=O)N2CCOCC2)nnc1-c1ccc(Cl)cc1Cl | 0% | -5% | 1.3% | 0% | -6%
CCN(C(=O)COC(=O)c1ccc(O)cc1O)c1c(N)n(Cc2ccccc2)c(=O)[nH]c1=O | -14% | -4% | 0.3% | . | 4%
CCCc1cc(=O)oc2cc(C)cc(OC(C)C(=O)N[C@@H](Cc3c[nH]c4ccccc34)C(=O)O)c12 (stereo not given in full) | 3% | -9% | 1.2% | 10% | -2%
Cc1ccc(S(=O)(=O)NCC(=O)NCc2cc(=O)n(C)c(=O)n2C)cc1C | -22% | 3% | 0.8% | 8% | 6%
CN(CC(=O)NC1CCCc2ccccc21)S(=O)(=O)c1ccc2c(c1)c(=O)n(C)c(=O)n2C (stereo not given) | 5% | 1% | 0.4% | -6% | -6%
CCc1ccc(C(=O)NNc2cc(Cl)ccc2Cl)cc1 | 78% | ? | 2.3% | 2% | 9%
CCOC(=O)CCc1c(C)c(C#N)c2nc3ccccc3n2c1-n1ccnc1C | 2% | -2% | i | -3% | -2%
Cc1ccc(-n2[nH]c(C)c(C=Nc3ccc(S(=O)(=O)Nc4nc(C)cc(C)n4)cc3)c2=O)c(C)c1 | 29% | -3% | 1.4% | 17% | 3%
CCc1ccc(-c2csc(NC(=O)C3=NN(c4ccccc4)C(=O)CC3)n2)cc1 | -2% | -1% | 1.2% | -3% | 1%
Cc1cnc(NS(=O)(=O)c2ccc(Cl)cc2)c(Br)c1 | -12% | -6% | i | -20% | -23%
CC(C)Sc1nnc([C@@H](N)Cc2c[nH]c3ccccc23)o1 | -1% | -7% | 1.1% | -3% | -9%
Cc1ccc2c(CC(=O)OCc3nc(N)nc(Nc4ccccc4C)n3)coc2c1 | 30% | 18% | ? | -5% | 2%
C[C@H](NC(=O)Nc1ccc2c(c1)OCCO2)C(=O)O | -10% | 1% | 2.5% | 2% | 3%
COCCn1c(CCC(=O)O)nc2c1c(=O)[nH]c(=O)n2CC(C)C | -14% | -9% | 1.1% | 4% | -2%
CCSc1sccc1C1C(C#N)=C(N)N(c2cccnc2)C2=C1C(=O)CCC2 (stereo not given) | 14% | -7% | 1.3% | 3% | 21%
CCOc1ccc(NC(=O)c2cc(S(=O)(=O)N3CCOCC3)cs2)cc1 | -1% | -1% | 0.3% | -9% | -4%
O=C(Nc1ccccc1F)C1CCCN(S(=O)(=O)c2ccccc2)C1 (stereo not given) | -11% | 0% | 0.9% | 0% | -6%
Cc1ccccc1N1CCN(Cc2nc(Cc3ccccc3F)no2)CC1 | 9% | -2% | 4.8% | 6% | -8%
CCCOc1ccc(C(=O)O)cc1 | -11% | -12% | 0.8% | 10% | -12%
NCCCCCc1cn(CC(=O)NCCCCCCCCCCC(=O)N2CCNCC2)nn1 | 3% | 1% | i | 0% | 7%
O=c1[nH]c(-c2ccccn2)nc(C(F)(F)F)c1Br | -4% | 67% | 1.8% | 70µM* | 20%
Cc1cc(NC(=O)CSc2nc3c(C)c(C)ccc3cc2C)no1 | 5% | 2% | i | 10% | 0%
O=C(Cn1cnc2c(cnn2-c2ccccc2)c1=O)N1CCCc2ccccc21 | 17% | -7% | 7.0% | -3% | 1%
CCc1ccc(OCC(=O)N(Cc2cccs2)C2CCS(=O)(=O)C2)cc1 (stereo not given) | 33% | -3% | 2.8% | 7% | 1%
O=C(NC1CCCCCC1)c1ccc(-n2cnnc2)cc1 | -1% | -11% | i | -10% | 3%
Cc1csc(NC(C)c2nc3cc(C(F)(F)F)ccc3n2CCCO)n1 (stereo not given) | 6% | 3% | 0.6% | -4% | 4%
O=C(O)Cn1cc(C(=O)c2cccs2)c2ccccc21 | -3% | -3% | 2.5% | -5% | -8%
NC(=O)C1CCN(C(=S)c2cccs2)CC1 | 3% | -8% | 1.1% | 3% | 3%
CCN(CC)CCOC(=O)c1ccc(Cl)cc1 | -5% | 7% | 2.5% | -1% | -2%
c1cncc(-c2nc3c(ccc4ccccc43)[nH]2)c1 | 24% | -6% | i | 5% | 0%
CN(CC(=O)NCCc1ccccc1)S(=O)(=O)c1cnc[nH]1 | 6% | -4% | 1.0% | -7% | 1%
Cc1ccccc1OCCC(=O)OCC(=O)N1c2ccccc2NC(=O)C1(C)C | 21% | -1% | i | -6% | -24%
O=C(Nc1ccc(Oc2cccc(C(F)(F)F)c2)nc1)c1cccs1 | 42% | 40µM* | 5.0% | -4% | 1%
O=C(Nc1cccc(Cl)c1)Nc1cccc(Cl)c1 | 16% | -7% | 0.1% | 0% | 4% | inhibitors of VEEV 10K pilot screen=0.2
C=CCc1c(C)nc(-c2ccccc2)nc1N/N=C(\C)c1ccc(N)cc1 | 2% | -8% | i | -4% | 10%
Cc1nn(Cc2ccc(Cl)c(Cl)c2)c(C)c1NC(=O)c1sc2ccccc2c1Cl | 0% | 54% | i | -1% | 5%
Cc1ccc(-c2csc(NC(=O)CN3CCOCC3)n2)cc1 | 13% | 8% | i | 6% | 6%
O=C(c1ccc(CNc2c(N3CCCC3)c(=O)c2=O)cc1)N1CCN(C2CCCCC2)CC1 | 15% | 39% | i | -1% | 3%
CCCCNC(=O)C(=O)NC(C)CCc1ccccc1 (stereo not given) | 48% | 0% | 0.7% | 0% | -3%
N#Cc1c(-c2ccccc2)nc(SCC(=O)Nc2nnc(C(F)(F)F)s2)[nH]c1=O | -2% | -5% | 1.0% | 4% | .
CCCCC(OC(=O)c1ccco1)C(=O)NCc1ccc(C)cc1 (stereo not given) | 29% | 8% | i | 10% | 2%
CC1(c2cccc([N+](=O)[O-])c2)CC(C)(C)N(C(=O)c2ccccc2)c2ccccc21 (stereo not given) | -4% | 1% | i | -6% | -2%
COc1ccc(/C=N/NC(=O)c2ccn[nH]2)cc1COc1ccc(Cl)cc1Cl | 26% | 54% | 1.1% | 18% | -9%
Cc1ccc(C)c(N=Nc2nc3ccccc3n2C)c1 | ? | -4% | i | 4% | 14µM*
CCCOC(=O)CSc1nnc(-c2ccc(Cl)cc2Cl)o1 | 52% | ? | 2.4% | -1% | -6%
CC12CC3CC(C)(C1)CC(CN1CCOCC1)(C3)C2 | -1% | 5% | 1.4% | 10% | -15%
Cc1cc(C(=O)COc2cccc(-n3cnnn3)c2)c(C)n1-c1ccccc1 | 44% | -11% | i | 1% | 3%
CNS(=O)(=O)c1cccc(C(=O)OCC(=O)c2ccc3[nH]c(=O)[nH]c3c2)c1 | -10% | 2% | i | . | 8%
O=[N+]([O-])c1ccc(Oc2cccc(Br)c2)c2ccncc12 | 58% | ? | 5.1% | -8% | 23%
Cc1cccn2c(=O)c3cc(C(=O)NC4CCCCC4)sc3nc12 | 5% | 1% | 1.3% | -2% | -4%
NC(N)=NS(=O)(=O)c1ccc(NC(=S)NC(=O)c2ccccc2)cc1 | 16% | -5% | 7.7% | 4% | -11%

Compounds above that contain a furan ring, fused or not, in the order listed:
SMILES | tuberculosis growth | M. tuberculosis HTS | inhibitors of VEEV | Salmonella PhoP GFP | influenza NS1A | others
Cc1ccc2c(CC(=O)OCc3nc(N)nc(Nc4ccccc4C)n3)coc2c1 | 30% | 18% | ? | -5% | 2%
CCCCC(OC(=O)c1ccco1)C(=O)NCc1ccc(C)cc1 (stereo not given) | 29% | 8% | i | 10% | 2%

Returning to the listing, repeating the 5 entries before the break.
SMILES | tuberculosis growth | M. tuberculosis HTS | inhibitors of VEEV | Salmonella PhoP GFP | influenza NS1A | others
Cc1cc(C(=O)COc2cccc(-n3cnnn3)c2)c(C)n1-c1ccccc1 | 44% | -11% | i | 1% | 3%
CNS(=O)(=O)c1cccc(C(=O)OCC(=O)c2ccc3[nH]c(=O)[nH]c3c2)c1 | -10% | 2% | i | . | 8%
O=[N+]([O-])c1ccc(Oc2cccc(Br)c2)c2ccncc12 | 58% | ? | 5.1% | -8% | 23%
Cc1cccn2c(=O)c3cc(C(=O)NC4CCCCC4)sc3nc12 | 5% | 1% | 1.3% | -2% | -4%
NC(N)=NS(=O)(=O)c1ccc(NC(=S)NC(=O)c2ccccc2)cc1 | 16% | -5% | 7.7% | 4% | -11%
O=CN(CCN(C=O)CN1CCCCC1)CN1CCCCC1 | 3% | 3% | 4.2% | -4% | 4%
O=C(COC(=O)c1ccccc1-c1nc2ccccc2s1)NC1CCS(=O)(=O)C1 (stereo not given) | -11% | 3% | 1.0% | -4% | -14%
Cc1cc(=O)n2[nH]cc(-c3ccccc3)c2n1 | 18% | 5% | i | -6% | 18%
CCCN(CCC)CCCNC(=S)Nc1ccc2nc3n(c(=O)c2c1)CCCCC3 | -2% | -7% | i | 4% | 24%
NC(=O)C1CCN(C(=O)/C=C/c2cccc(Br)c2)CC1 | -16% | -7% | 0.5% | 8% | 7%
Cc1ccc(OCC(=O)Nc2nnc(S(=O)(=O)N3CCCCCC3)s2)cc1C | . | -1% | 0.9% | -1% | 5%
CCn1c2ccccc2c2cc(C3C(C#N)=C(C)NC(C)=C3C#N)ccc21 | 14% | 8% | 0.2% | 3% | -10%
CC(Oc1ccc2c(c1)oc(=O)c1ccccc12)C(=O)NCCCN1CCOCC1 (stereo not given) | -2% | -2% | i | 3% | 9%
Cc1nc2ccc(-n3ccc(=O)cc3)cc2s1 | 8% | -2% | 0.3% | -4% | -1%
O=C(c1ccc(Cl)c(S(=O)(=O)N2CCCC2)c1)N1CCN(c2ccccc2)CC1 | 10% | 2% | 2.3% | 8% | -1%
COc1ccc(OC)c(S(=O)(=O)NC(N)=NCCc2ccccc2)c1 | 2% | 1% | 0.1% | -3% | -1%
CC(C)(C)n1nnnc1C(c1ccccc1F)N1CCN(C(=O)c2ccco2)CC1 (stereo not given) | -9% | 4% | i | 2% | 10%
COc1ccc(S(=O)(=O)N2CCOCC2)cc1NC(=O)c1ccc(S(=O)(=O)N2CCCCC2)cc1 | . | . | 7.9% | . | -13%
O=C(NCc1cc(C(F)(F)F)cc(C(F)(F)F)c1)C1CC(c2ccccc2C(F)(F)F)=NO1 (stereo not given) | -6% | -3% | . | 0% | .
O=[N+]([O-])c1ccc(N2CCOCC2)c2ccncc12 | 3% | -5% | 2.2% | -3% | 2%
Cc1ccc(N2CC(C(=O)OCC(=O)Nc3ccccc3C)CC2=O)cc1 (stereo not given) | 3% | -9% | 2.0% | . | -7%
O=C1NC2(CCCCC2)C(=O)N1Cc1ccc([N+](=O)[O-])cc1 | 70% | 6% | 1.4% | 6% | -2%
CC(C)(C)OC(=O)C(Cl)(C(=O)OC(C)(C)C)c1ccc2nnnn2n1 | . | . | 12% | . | 4%
Cc1cnc(C(=O)OCC(=O)N2c3ccccc3CC2C)cn1 (stereo not given) | -9% | -1% | 1.7% | 11% | -3%
CCc1cccc(CC)c1N(COC)C(=O)Cn1nnc2ccccc21 | 7% | 0% | 0.2% | 3% | -4%
Cc1ncc([N+](=O)[O-])n1Cc1cccc2ccccc12 | 9% | -6% | 0.7% | -8% | -2%
